# Source: PubChem (several laboratories)
# DAX1 inh-1 = inhibitors of human orphan nuclear receptor DAX1 (NR0B1) | inhibition, % at 6.75 µM | AID 504766 | 340,000 tested, 0.99% active | HEK293 Gal4-DAX1 luciferase reporter, luminescence | P51843;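 active = inhibition above the mean over all tested compounds plus 3 SD, cut at about 4.2% in these data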;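 also: 0% = DAX1-transfected cells with DMSO and 100% = empty-vector control cells with DMSO; inhibition shows as a rise in luminescence from relieved DAX1 repression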
# Target sequence (P51843 207-470 limits assumed): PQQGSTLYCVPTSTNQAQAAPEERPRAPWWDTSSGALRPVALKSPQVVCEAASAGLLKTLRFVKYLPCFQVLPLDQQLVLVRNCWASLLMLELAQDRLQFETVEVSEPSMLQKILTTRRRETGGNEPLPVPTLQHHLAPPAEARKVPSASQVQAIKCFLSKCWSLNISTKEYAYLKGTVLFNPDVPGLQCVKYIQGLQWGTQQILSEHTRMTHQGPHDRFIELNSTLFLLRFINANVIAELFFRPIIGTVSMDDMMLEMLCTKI
# ADAM10 inh = ADAM10 inhibition, QFRET primary screen. O14672. recombinant ADAM10, EDANS/DABCYL FRET peptide cleavage, 3 h. inhibition, % at 7 µM. 370,000 tested, 0.62% active;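 active = inhibition above a per-campaign cutoff equal to the mean of compounds falling between control-based bounds plus 3 SD, cut at about 20% in these data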;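 also: 0% = DMSO wells while the 100% control is not disclosed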
# Target sequence (O14672 214-748 limits assumed): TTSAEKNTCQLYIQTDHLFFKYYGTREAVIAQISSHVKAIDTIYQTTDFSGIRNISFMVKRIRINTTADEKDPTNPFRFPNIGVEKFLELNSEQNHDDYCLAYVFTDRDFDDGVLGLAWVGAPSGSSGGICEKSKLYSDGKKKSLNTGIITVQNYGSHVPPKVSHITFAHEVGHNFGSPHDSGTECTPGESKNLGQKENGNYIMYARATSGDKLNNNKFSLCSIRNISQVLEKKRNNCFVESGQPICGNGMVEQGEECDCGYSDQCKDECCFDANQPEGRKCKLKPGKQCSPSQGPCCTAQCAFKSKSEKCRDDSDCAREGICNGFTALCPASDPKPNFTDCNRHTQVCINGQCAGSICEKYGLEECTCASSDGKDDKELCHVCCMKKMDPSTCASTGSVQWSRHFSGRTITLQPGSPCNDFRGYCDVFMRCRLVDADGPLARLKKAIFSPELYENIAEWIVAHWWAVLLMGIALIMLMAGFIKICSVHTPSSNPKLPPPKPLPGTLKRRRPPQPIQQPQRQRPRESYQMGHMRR
# DAX1 inh-2 = inhibitors of DAX1 repression of SF-1 activated StAR promoter | HEK293T StAR-luciferase reporter, SF-1/DAX-1 repression relief | inhibition, % at 6.8 µM | 370,000 tested, 1.1% active | AID 652010;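 active = inhibition above the mean over all tested compounds plus 3 SD, cut at about 3.6% in these data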;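 also: 0% = DAX-1 cells with DMSO and 100% = cells lacking DAX-1 with DMSO; higher inhibition means more luminescence from relief of DAX-1 repression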
# hgDAF12 agonist = activates the H. glycines DAF-12 receptor ligand-binding domain | HEK293 GAL4-hgDAF12 UAS-luciferase reporter, agonist luminescence; normalized to butyrate control | activation, % at 6.8 µM | 370,000 tested, 1.8% active | AID 687014;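 active = activation above a cutoff set at the mean of all screened compounds plus 3 SD, cut at about 10% in these data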;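 also: 0% = DMSO wells and 100% = sodium butyrate wells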
# hcDAF12 agonist = activators of H. contortus DAF-12 nuclear receptor. 370,000 tested, 1.4% active. activation, % at 6.8 µM. HEK293 hcDAF-12 lit1-tk-luc reporter, luminescence; 0% DMSO, 100% Δ7-dafachronic acid;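 active = activation above the mean of all tested compounds plus 3 SD, cut at about 5.5% in these data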;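 also: 100% = response to 3 µM Δ7-dafachronic acid high control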
# NPR1 activator = GC-A (human) enzyme activation | activation, % at 10 µM | 370,000 tested, 0.14% active | HEK293 GC-A cells, cGMP TR-FRET, EC30 ANP; 0% at EC30 ANP, 100% saturating ANP | AID 1671463; in the data active = activation above about 40%
# PG9 Ab binder = PG9 antibody binding by small molecule. TR-FRET gp120-PG9 antibody binding. inhibition, % at 6.7 µM. 360,000 tested, 0.43% active; in the data active = inhibition above about 8.5%
# FXN GAA850 act = activators of GAA850 frataxin (FXN) promoter | activation, % at 6 µM | 360,000 tested, 0.56% active | HEK293 lucGAA850 FXN promoter luciferase reporter, 24 h; percent of 10 µM SAHA response;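 active = activation above the average of all compounds screened plus 3 SD, cutoff fixed separately per campaign, cut at about 7.5% in these data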;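 also: 0% = DMSO wells and 100% = 10 µM SAHA wells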
# ssDAF12 agonist = activators of S. stercoralis DAF-12 nuclear receptor. HEK293 ssDAF-12/GRIP1 lit1-tk-luc reporter, luminescence; % of 3 µM dafachronic acid response. activation, % at 6.8 µM. 370,000 tested, 1% active;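 active = activation above the mean over all tested compounds plus 3 SD, cut at about 0.9% in these data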;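 also: 0% = DMSO-only wells and 100% = 3 µM delta7-dafachronic acid wells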
# SMARCA2 activ = activators of SMARCA2 function; 370,000 tested, 1% active; MG213 cells, MMTV-luciferase reporter, dexamethasone, overnight; AID 652017; activation, % at 9.1 µM; in the data active = activation above about 7.8%;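 also: 0% = vehicle wells and 100% = reference activator wells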
# ADAM17 inh = ADAM17 inhibition, QFRET primary screen; P78536; recombinant ADAM17, EDANS/DABCYL FRET peptide cleavage; inhibition, % at 6.95 µM; 370,000 tested, 0.83% active; AID 720648;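 active = inhibition above the mean of compounds lying between control limits plus 3 SD, set per campaign, cut at about 8.5% in these data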;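 also: 0% = DMSO-only wells as the low control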
# The depositor's hits bear a star; · = not tested or not shown. Hits appear at their usual frequency; about 6.8% have a hit in one of these screens.
# Sample of the layout (7 entries):
# Values run as follows: DAX1 inh-1, ADAM10 inh, DAX1 inh-2, hgDAF12 agonist, hcDAF12 agonist, NPR1 activator, PG9 Ab binder, FXN GAA850 act, ssDAF12 agonist, SMARCA2 activ, ADAM17 inh
> C[C@@H]1CN([C@@H](C)CO)C(=O)c2cc(/C=C/c3ccccc3)cnc2O[C@@H]1CN(C)S(=O)(=O)c1ccc(F)cc1
  1.0, -119, 0.9, 0.3, 0.5, 3, -0.1, -3.1, -1.7, -4, -36
> CN1C2CCC1CC(NC(=O)c1cc(S(=O)(=O)N(C)C)c(Cl)cc1Cl)C2 (stereo not drawn)
  -0.5, -8, 1.1, 1.3, -1.1, 3, 1.1, -1.8, -0.3, 0, -2
> COC(=O)C1=C(C)N(c2ccc(S(N)(=O)=O)cc2)C(=O)C1
  0.7, -9, 0.0, -1.9, -2.2, 3, 1.7, 1.0, -1.4, -3, -3
> COc1ccc(CNS(=O)(=O)/C=C/c2ccc(OC)cc2CNC(=O)OC(C)(C)C)cc1
  ·, 11, -1.1, -0.1, -3.8, -6, ·, ·, -1.4, 3, 9.4*
> CSc1cccc(CN2CCN(Cc3ccc(F)c(F)c3)C(CCO)C2)c1 (stereo not drawn)
  -0.9, -4, -0.2, -1.2, -0.5, -2, -2.2, -2.1, -1.4, -1, 1
> CCc1nn(CCCC(=O)Nc2ccc(C)c(C)c2)c(=O)c2cc3occc3n12
  0.2, -21, -1.1, -0.7, 1.4, -14, -0.8, 3.1, -1.2, 4, -2
> CCOc1ccc(OCc2cccc(C(=O)N3CCOCC3)c2)cc1
  -5.6, 0, 5.8*, 10, 4.8, -3, -1.3, 5.6, 1.4*, 12*, 1

# The list itself, from the start:
# Values run as follows: DAX1 inh-1, ADAM10 inh, DAX1 inh-2, hgDAF12 agonist, hcDAF12 agonist, NPR1 activator, PG9 Ab binder, FXN GAA850 act, ssDAF12 agonist, SMARCA2 activ, ADAM17 inh
> C[C@@H]1CN([C@@H](C)CO)C(=O)c2cc(/C=C/c3ccccc3)cnc2O[C@@H]1CN(C)S(=O)(=O)c1ccc(F)cc1
  1.0, -119, 0.9, 0.3, 0.5, 3, -0.1, -3.1, -1.7, -4, -36
> CN1C2CCC1CC(NC(=O)c1cc(S(=O)(=O)N(C)C)c(Cl)cc1Cl)C2 (stereo not drawn)
  -0.5, -8, 1.1, 1.3, -1.1, 3, 1.1, -1.8, -0.3, 0, -2
> COC(=O)C1=C(C)N(c2ccc(S(N)(=O)=O)cc2)C(=O)C1
  0.7, -9, 0.0, -1.9, -2.2, 3, 1.7, 1.0, -1.4, -3, -3
> COc1ccc(CNS(=O)(=O)/C=C/c2ccc(OC)cc2CNC(=O)OC(C)(C)C)cc1
  ·, 11, -1.1, -0.1, -3.8, -6, ·, ·, -1.4, 3, 9.4*
> CSc1cccc(CN2CCN(Cc3ccc(F)c(F)c3)C(CCO)C2)c1 (stereo not drawn)
  -0.9, -4, -0.2, -1.2, -0.5, -2, -2.2, -2.1, -1.4, -1, 1
> CCc1nn(CCCC(=O)Nc2ccc(C)c(C)c2)c(=O)c2cc3occc3n12
  0.2, -21, -1.1, -0.7, 1.4, -14, -0.8, 3.1, -1.2, 4, -2
> CCOc1ccc(OCc2cccc(C(=O)N3CCOCC3)c2)cc1
  -5.6, 0, 5.8*, 10, 4.8, -3, -1.3, 5.6, 1.4*, 12*, 1
> O=C(Oc1ccc2ccc(O)cc2c1)C1CCCCC1
  ·, -3, 0.6, 8.6, -1.1, -2, -0.8, 2.9, -0.9, -4, -2
> COc1cccc(C=C(C(C)=O)C(=O)c2ccccc2)c1
  ·, -1, -2.6, 2.2, -0.7, -14, -0.3, ·, -1.4, -2, 1
> CCc1c(C)nc(SCC(=O)Nc2ccc3c(c2)OCCO3)[nH]c1=O
  -0.8, 5, -2.2, 1.7, 0.9, 2, 1.1, -0.1, -0.3, -1, -7
> Cc1ccc(NC(=O)C2=CC(c3cccs3)=NS(=O)(=O)N2C)cc1
  -0.7, -6, -1.0, 5.1, 0.6, -5, -1.4, -2.3, -0.7, -3, -4
> COC(=O)[C@H]1C[C@@]2(N3CCCC3)c3ccccc3N(C(=O)OC(C)(C)C)[C@H]2N1C(=O)OC(C)(C)C
  ·, 4, 0.3, -0.5, -1.8, -31, ·, ·, -1.4, 0, 5
> O=S(=O)(Cc1ccccc1Cl)N1CCCC1
  -0.1, 0, -0.5, -1.6, 0.5, 2, -2.5, 0.6, -1.1, -4, -1
> C=CCN=C1NC(CCc2ccccc2)C(C(=O)OC)=C(C)N1C (stereo not drawn)
  ·, -9, 2.0, 2.2, -0.1, -5, 1.4, ·, -0.6, -3, -6
> O=C(/C=C/c1ccccc1)c1cc(Br)ccc(=O)c1O
  -0.6, 16, -2.1, -3.4, -1.5, 0, -1.5, 3.6, -1.3, -8, 8
> Cc1cccc(N2CCN(Cc3nc(-c4ccc(F)cc4F)oc3C)CC2)n1
  -0.3, -1, -0.6, -1.2, -1.1, -13, -1.8, 1.9, -1.9, -4, -6
> Cn1c2c(c(=O)n(C)c1=O)C(c1ccccc1F)C(C#N)=C(N)O2 (stereo not drawn)
  -0.2, -56, -0.6, 0.0, -0.6, -4, 2.5, 3.9, -0.9, 2, -20
> COC(=O)C(NS(=O)(=O)c1ccc(F)cc1)c1ccccc1 (stereo not drawn)
  -0.6, 0, 0.7, 1.0, -3.5, -2, -1.2, 0.7, -1.4, -1, -1
> COc1ccc(S(=O)(=O)N2CCC(C(=O)NCCc3ccccc3)CC2)cc1OC
  1.1, 5, -0.2, 2.5, 1.5, 0, -0.1, -0.4, -1.2, 4, -3
> C=C1CC2(OC1=O)c1ccccc1CCc1ccccc12
  -3.5, -12, -8.2, -9.6, -2.6, -33, 0.7, -8.8, -2.2, -11, -1

# Look-ups from the entries so far:
# Result for COC(=O)[C@H]1C[C@@]2(N3CCCC3)c3ccccc3N(C(=O)OC(C)(C)C)[C@H]2N1C(=O)OC(C)(C)C under ADAM10 inh: 4
# Result for Cn1c2c(c(=O)n(C)c1=O)C(c1ccccc1F)C(C#N)=C(N)O2 (stereo not drawn) under PG9 Ab binder: 2.5
# Result for C=CCN=C1NC(CCc2ccccc2)C(C(=O)OC)=C(C)N1C (stereo not drawn) under SMARCA2 activ: -3
# Result for C[C@@H]1CN([C@@H](C)CO)C(=O)c2cc(/C=C/c3ccccc3)cnc2O[C@@H]1CN(C)S(=O)(=O)c1ccc(F)cc1 under SMARCA2 activ: -4

# Next section
# Values run as follows: DAX1 inh-1, ADAM10 inh, DAX1 inh-2, hgDAF12 agonist, hcDAF12 agonist, NPR1 activator, PG9 Ab binder, FXN GAA850 act, ssDAF12 agonist, SMARCA2 activ, ADAM17 inh
> COc1cccc(NC(=O)NCc2ccc(F)cc2)c1
  1.2, 6, 1.5, 4.3, -0.6, 3, -1.3, 5.5, -1.3, 3, 0
> COC(=O)Nc1[nH]ncc1[N+](=O)[O-]
  -0.5, -14, 1.3, -2.1, -1.4, -2, -1.6, -1.4, -1.6, -2, -3
> CCOC(=O)c1c(C)oc2ccc(OCc3cc(C(=O)OC)oc3C)cc12
  1.4, 4, 0.8, -0.5, -0.7, 0, 1.0, 1.3, -1.2, -2, -2
> CCN1C(=O)C2(SC(NC(C)=O)=NN2C(C)=O)c2cc(C)ccc21 (stereo not drawn)
  -0.5, -6, -0.5, 0.6, -1.7, 4, -0.8, 1.8, -1.1, -1, 1
> COc1ccc(C)cc1NC(=O)CSc1nc2scc(C)c2c(=O)[nH]1
  0.7, -7, -1.7, -0.3, -1.6, -1, 2.9, 1.4, -1.1, -1, 2
> O=C(O)c1ccc(C=NNC(=O)c2cccc3ccccc23)cc1
  1.5, -7, 0.3, 2.1, 0.8, 0, 0.6, 1.6, -0.1, -4, -4
> O=C(Cc1ccccc1)NNC(=O)Nc1cccc(Cl)c1
  -0.4, -2, -0.1, 1.0, -2.2, 3, -1.6, -0.8, -1.3, -4, 4
> COc1ccc(NC(=O)O/N=C/c2c(C)nn(C(C)(C)C)c2C)cc1
  6.3*, -1, 1.2, -0.8, -0.9, 4, -1.5, -2.8, -0.9, 2, 0
> Cc1coc(C)c1C(=O)CC1(O)C(=O)Nc2cc(Cl)cc(Cl)c21 (stereo not drawn)
  0.3, 4, -0.7, 0.0, 0.5, -4, 1.4, -1.6, -0.7, -1, 0
> CCN(C(=O)CCS(=O)(=O)c1cccc2nonc12)c1ccc(C)c(C)c1
  -0.1, 3, -0.2, 0.1, -1.2, -5, -3.1, -2.0, -0.8, 0, -1
> COc1cccc(N(C(=O)CNC(=O)c2ccco2)C(C(=O)NC2CCCCC2)c2ccncc2)c1 (stereo not drawn)
  1.4, -4, -0.7, 1.8, 0.2, -29, 0.5, -0.1, -0.9, -2, -5
> COCCCNC(=O)c1ccc2nc([C@@H]3O[C@H](CO)[C@H](O)[C@H](O)[C@H]3O)[nH]c2c1
  ·, -8, -0.1, 1.3, -1.5, 2, 1.3, -0.5, -0.1, -5, 1
> C/C(CCc1ccccc1)=N\NC(=O)COc1ccccc1C
  0.5, -4, 0.1, -0.9, 0.2, -5, 0.8, 1.8, -0.6, -5, 0
> Cn1c(C(=O)c2ccccc2)nc2ccccc21
  1.9, 3, 0.4, 1.9, 3.5, 2, 1.6, 2.4, -0.6, 3, -2
> O=C(N/N=C/c1cn(-c2ccccc2)nc1-c1ccc2c(c1)OCCO2)c1ccncc1
  0.1, -1, 1.5, 10*, -0.7, -5, 1.8, 4.8, -0.7, 2, -1
> O=C(CSc1nnc2scc(-c3ccccc3)n12)Nc1nsc(-c2ccc(Cl)cc2)n1
  -0.2, 3, -0.3, 1.3, -0.4, 22, 0.4, 1.5, -1.5, -2, 5
> CCOc1ccccc1NC(=O)Nc1cccc(NC(C)=O)c1
  -0.3, -1, -0.6, 1.7, -2.1, 2, -0.8, -4.6, -1.9, 0, -2
> CC(C)N(C(=O)Cn1cc(S(=O)(=O)CC(=O)NCCc2ccccc2)c2ccccc21)C(C)C
  3.8, -5, -0.9, 1.2, -0.8, 1, -0.5, -3.1, -1.5, -3, -3
> [O-][n+]1c2cc(C(F)(F)F)ccc2c2n1CCN=C2c1ccc(Cl)cc1
  2.4, -8, 0.0, 3.9, 3.5, -2, 0.4, 2.0, -0.1, 2, -8
> O=C(CN1C(=O)c2ccccc2C1=O)NCC(=O)Nc1ccccc1
  0.9, -8, 0.5, 6.4, -3.0, 3, 1.4, -0.5, -0.8, -1, -3
